Bioassay records (PubChem)
ELG1 genotoxic: qHTS screen for small molecules that induce genotoxicity in human embryonic kidney (HEK293T) cells expressing luciferase-tagged ELG1; HEK293T ELG1-luciferase reporter, luminescence, 16 h; Potency, µM (highest dose often 46 µM), for the others: at the highest dose activity change, positive = activation, actives largely listed as activators; 330,000 compounds, 1.3% hits; AID 504466, 2011; also: % of control where 0% means no effect; nearly all actives have a fitted effect of over 60% in size
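ELG1-luciferase HEK293T cells, 2,000/well; compound pinned in; 16 hr, 37 °C, 5% CO2; ONE-Glo, 30 min RT; luminescence on CCD imager.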
p53 reactivator: qHTS assay for re-activators of p53 using a Luc reporter; 320,000 compounds, 0.063% hits; H1299 p53-A138V BP100-luciferase reporter, luminescence, 24 h; Potency, µM (series often up to 92.2 µM), without a hit: at the highest dose activity change, positive = activation, usual class: activators; also: % of control where 0% means no effect; nearly all actives have a fitted effect of over 45% in size
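p53-null H1299 cells stably carrying temperature-sensitive p53-A138V and a BP100-luciferase reporter were pinned with compounds (4-point, 1:5 series) and held 24 hrs at 37 deg C. Luminescence was read 10 min after detection reagent.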
MBNL1 CUG block: qHTS Assay for Inhibitors of MBNL1-poly(CUG) RNA binding; Muscleblind-like protein 1 (Homo sapiens), Q9NR56; TR-FRET MBNL1-His/biotin-(CUG)12 binding, 665/545 ratio; Potency, µM (titrated, usually from 57.5 µM), for the others: top-dose activity change, negative = inhibition, usual class: inhibitors; 280,000 compounds, 0.036% hits; AID 2675, 2010; active = well fitted inhibition curve with a large enough effect in the signal ratio, with a control signal flat, not every such curve was filed as active; inconclusive = small, poorly fitted or top-dose-only effect, or effect the other way, or a change in a side signal; inactive = no such curve, though single readings can be large or run the other way; the % refers to the signal ratio; also: % is scaled to controls: 0 for no effect and ±100 for the full control effect
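Compound titration spanned 92 nM–58 uM against the MBNL1-His/biotin-(CUG)12 complex. After 60 min at room temperature with 5 nM streptavidin-XL665 and 0.055 ng/ul terbium anti-His, ratiometric 665/545 nm emission (Ex 340 nm) normalized to controls.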
BRCA1 expr act: qHTS Assay to Identify Small Molecule Activators of BRCA1 Expression | MCF7-BRCA1-FFLuc reporter, luminescence, 48 h; response scale: scaled: vehicle 0%, 10 µM genistein 100% | Potency, µM (highest dose often 46.1 µM), inactives show top-dose activation, hits mostly activators | 380,000 compounds, 1.1% hits | AID 624202, 2012; also: nearly all actives have a fitted effect of over 80% in size; some results filed as inactive show a strong effect at the top dose
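First, MCF7-BRCA1-FFLuc cells (2000/well) attach for 2 h; next, compounds are pin-added and incubated 48 h at 37 °C; finally, luciferase reagent is added and luminescence read after 15 min.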
Rab9 promoter act: qHTS Assay for Rab9 Promoter Activators | 320,000 compounds, 2.8% hits | Huh7 Rab9 promoter-luciferase reporter, luminescence, 24 h | Potency, µM (doses to about 9.22 µM), for inactives: top-dose activation, negative = inhibition, most hits filed as activators; also: % of control where 0% means no effect; nearly all actives have a fitted effect of over 60% in size
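Quantitative HTS format; Huh7 Rab9-luciferase reporter cells (1500/well) receive compound 2 h post-plating, incubate 24 h at 37 °C, then get luciferase reagent for 10 min before luminescence reading.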
CXXC DNA block: qHTS Fluorescence Polarization Assay for Inhibitors of MLL CXXC domain - DNA interaction; Histone-lysine N-methyltransferase 2A (Homo sapiens), Q03164; MLL-CXXC / FITC-HOXA9 DNA fluorescence polarization; Potency, µM (highest dose often 115 µM), inactives show at the top dose activity change, negative = inhibition, actives largely listed as inhibitors; 290,000 compounds, 0.037% hits; active = well fitted inhibition curve with a large enough effect in the polarisation, with a control signal flat, not every such curve was filed as active; inconclusive = small, poorly fitted or top-dose-only effect, or effect the other way, or a change in a side signal; inactive = no such curve, though single readings can be large or run the other way; the % refers to the polarisation
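Purified MLL-CXXC (added from a 7 uM solution) was preincubated 5 min at ambient with pinned compounds in 50 mM Tris-HCl pH 7.5, 50 mM NaCl, 1 mM DTT, 0.05% BSA. Fluorescein-labeled HOX-A9 DNA (50 nM solution) followed, 30 min, then polarization read.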
NPC1 prom act: qHTS Assay for NPC1 Promoter Activators; Huh7 NPC1 promoter luciferase reporter, 24 h; Potency, µM (highest dose often 9.22 µM), for the others: at the highest dose activation, usual class: activators; 320,000 compounds, 2.4% hits;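 also: % of control where 0% means no effect; nearly all actives have a fitted effect of over 60% in size; reporter is driven by a mutant NPC1 promoter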
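Luminescence read-out of NPC1 promoter-driven luciferase in stably transfected Huh7 cells; compounds delivered in DMSO and left 24 h at 37C, 5% CO2, qHTS titration format.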
FLuc counter: qHTS profiling assay for firefly luciferase inhibitor/activator using purifed enzyme and Km concentrations of substrates (counterscreen for miR-21 project); Potency, µM (top dose mostly 57.5 µM), inactives show top-dose activity change, negative = inhibition, usual class: inhibitors; 360,000 compounds, 6.9% hits; purified FLuc, Km substrates, luminescence inhibition;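 also: plate controls were vehicle for no effect and reference inhibitor for full effect; nearly all actives have a fitted effect of over 55% in size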
Target sequence (P08659 whole entry, looked up): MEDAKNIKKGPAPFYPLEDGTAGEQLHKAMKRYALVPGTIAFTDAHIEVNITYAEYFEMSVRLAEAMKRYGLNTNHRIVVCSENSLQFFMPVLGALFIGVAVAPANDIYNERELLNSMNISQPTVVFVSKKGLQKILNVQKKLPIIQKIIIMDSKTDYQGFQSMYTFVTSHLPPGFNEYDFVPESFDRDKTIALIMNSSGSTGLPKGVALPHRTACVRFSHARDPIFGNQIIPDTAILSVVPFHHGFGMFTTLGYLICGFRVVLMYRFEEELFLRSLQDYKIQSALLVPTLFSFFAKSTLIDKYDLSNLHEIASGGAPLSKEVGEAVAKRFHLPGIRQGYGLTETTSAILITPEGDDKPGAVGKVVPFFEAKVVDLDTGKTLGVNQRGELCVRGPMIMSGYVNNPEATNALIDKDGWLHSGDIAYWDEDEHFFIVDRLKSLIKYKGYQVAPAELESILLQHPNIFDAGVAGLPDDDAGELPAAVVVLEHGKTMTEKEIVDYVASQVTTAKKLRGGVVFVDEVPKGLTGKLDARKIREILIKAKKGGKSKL
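Purified P. pyralis luciferase (10nM final) with 10uM D-luciferin and 10uM ATP (Km levels) in 50mM Tris acetate pH 7.5, 10mM Mg acetate, 0.01% Tween-20, 0.05% BSA; qHTS 6-point titration, ~60 µM downward; luminescence read.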
RORgamma inh: qHTS for inhibitors of ROR gamma transcriptional activity | Nuclear receptor ROR-gamma (Mus musculus), P51450 | 310,000 compounds, 5.4% hits | AID 2551, 2010 | Potency, µM (top dose mostly 53.6 µM), inactives show at the highest dose activity change, negative = inhibition, actives largely listed as inhibitors | Drosophila S2 Gal4-RORgamma UAS-luciferase reporter, 20 h; also: % is scaled to controls: 0 for no effect and ±100 for the full control effect; nearly all actives have a fitted effect of over 60% in size
Target sequence (P51450 whole entry, looked up, the tested form may be a part): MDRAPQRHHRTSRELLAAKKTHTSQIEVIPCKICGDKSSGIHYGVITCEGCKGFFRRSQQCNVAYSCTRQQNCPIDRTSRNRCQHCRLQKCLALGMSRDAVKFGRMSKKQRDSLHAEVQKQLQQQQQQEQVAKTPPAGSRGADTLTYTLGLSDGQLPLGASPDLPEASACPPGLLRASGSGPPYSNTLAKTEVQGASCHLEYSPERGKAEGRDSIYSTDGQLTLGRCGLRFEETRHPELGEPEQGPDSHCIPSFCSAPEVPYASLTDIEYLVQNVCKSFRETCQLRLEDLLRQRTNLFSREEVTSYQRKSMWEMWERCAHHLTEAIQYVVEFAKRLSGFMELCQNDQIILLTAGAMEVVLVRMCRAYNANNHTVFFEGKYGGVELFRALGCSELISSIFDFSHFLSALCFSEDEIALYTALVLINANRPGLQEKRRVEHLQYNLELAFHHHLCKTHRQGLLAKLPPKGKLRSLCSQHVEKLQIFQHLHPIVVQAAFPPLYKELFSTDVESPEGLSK
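Stable Schneider cell line, Gal4 DNA-binding domain fused to ROR gamma, UAS-luciferase. Cmpd 1 hr RT → CuSO4 700 uM final → 20 hr RT → luciferase reagent 10 min → luminescence.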
uPA generation: qHTS for Inhibitors of Cell Surface uPA Generation | Potency, µM (highest dose often 38.3 µM), for inactives: at the top dose activity change, negative = inhibition, most hits filed as inhibitors | 330,000 compounds, 0.31% hits | AID 540303, 2011 | cell surface uPA generation assay, qHTS; active = well fitted inhibition curve with a large enough effect; inconclusive = small, poorly fitted or top-dose-only effect; inactive = no such curve, though single readings can be large or run the other way; tested in mouse RAW 264.7 cells; also: % is scaled to controls: 0 for no effect and ±100 for the full control effect; nearly all actives have a fitted effect of over 55% in size
Gal4-VP16 FLuc: VP16 counterscreen qHTS for inhibitors of ROR gamma transcriptional activity. Drosophila S2 Gal4-VP16 UAS-luciferase, luminescence, 20 h. Potency, µM (series often up to 53.6 µM), for inactives: top-dose activity, negative = inhibition, hits mostly inhibitors. 310,000 compounds, 3.5% hits. AID 2546, 2010;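 also: Gal4-VP16 expression switched on by copper sulfate through the metallothionein promoter; % is scaled to controls: 0 for no effect and ±100 for the full control effect; nearly all actives have a fitted effect of over 50% in size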
* = called active by the depositor; ? = inconclusive; / = not tested or not shown; & = joins results of further samples; [ ] = remark or other dose. Unless noted, calls follow the shape of the dose curve; as a rule, active = well fitted curve in the direction sought with a large enough effect; inconclusive = small, poorly fitted or top-dose-only effect, or another doubt; inactive = no such curve, though single readings can be large; an effect the other way counts as inactive or inconclusive. Potency is read from the fitted curve at half-maximal effect. This is a subset; rates above refer to the full screens.

SMILES	ELG1 genotoxic	p53 reactivator	MBNL1 CUG block	BRCA1 expr act	Rab9 promoter act	CXXC DNA block	NPC1 prom act	FLuc counter	RORgamma inh	uPA generation	Gal4-VP16 FLuc
COc1cc(/C=C(/NC(=O)c2ccccc2)C(=O)Nc2ccccc2)c([N+](=O)[O-])cc1OC	2%	4%	?	1%	-10%	0%	-2%	4%	3%	16%	2%
CCON1C(=O)CN(C(=O)OC)C1c1ccc(Cl)cc1Cl (configuration not stated)	0%	2%	3%	12%	0%	-3%	-7%	6%	46%	0%	-11%
COc1ccc(-n2nc(C#N)c(Cl)cc2=O)cc1	-9%	-14%	?	-109%	-37%[inhibitor]	3%	-33%[inhibitor]	1%	10µM*	-7%	13µM*
COc1ccc(OC)c2sc(NC(=O)c3ccc(S(=O)(=O)N4CCOCC4)cc3)nc12	0%	3%	6%	-16%	-3%	10%	2%	7%	-42%	-4%	-3%
Nc1ccc2nn(-c3ccc(Cl)cc3)nc2c1	?	15%	15%	?	0.22µM*	-1%	0.45µM*	0.76µM*	-44%	?	?
CCN1CCN(C(=O)c2cccc(OC3CCN(S(=O)(=O)N(C)C)CC3)c2)CC1	5%	4%	-7%	-2%	1%	12%	-1%	?	22%	-17%	18%
Cc1nc(SCC(=O)NCc2ccco2)c2c3c(sc2n1)CCCC3	-2%	1%	120%[activator]	-54%	1%	5%	2%	-15%	0%	-13%	4%
O=C(CCS(=O)(=O)c1cccs1)Nc1ccc(C(=O)NC2CCN(Cc3ccccc3)CC2)cc1	6%	8%	6%	17%	2%	6%	-1%	-4%	34%	-17%	-4%[10 µM]
COc1ccc2ccccc2c1CN1CCN(C)CC1	-1%	6%	12%	-2%	2%	0%	-4%	2%	-18%	5%	-3%
N#Cc1nc(COc2ccccc2)oc1N1CCCC1	-2%	9%	5%	16%	7%	7%	9%	-11%	4%	-1%	3%
C#CCOCCOCCOCCNc1nc(N2CCN(C(=O)Cn3cc(CCCCN)nn3)CC2)nc(N2CCN(C(=O)[C@H](C)n3cc(CCCN=C(N)N)nn3)CC2)n1	2%	5%	-12%	/	2%	14%	-2%	-19%	2%	/	4%
CC(=O)NC1(C2CCCCC2=O)CCCCC1 (configuration not stated)	0%	0%	-13%	29%	4%	3%	2%	8%	16%	3%	-5%
O=C1CC[C@@H](CN(Cc2ccccc2)Cc2cn[nH]c2-c2cc3ccccc3o2)N1	-4%	-2%	-4%	-3%	-1%	-3%	-7%	1%	?	12%	1%
COc1ccc(N(C)C(=O)CCC(=O)Nc2ccc3nc(N4CCOCC4)cc(C)c3c2)c(OC)c1	-2%	12%	-2%	8%	16%	18%	-2%	?	?	/	-4%
C/C(=N\NC(=O)C(=O)Nc1cccc(C(F)(F)F)c1)c1ccc(Cl)s1	-1%	-8%	-4%	-1%	3%	-8%	0%	2%	19%	2%	-1%
COc1cccc(C(=O)NCC(C)(C)SCc2ccc(F)cc2)c1	-14%	-5%	-3%	5%	0%	18%	12%	0%	-14%	-6%	4%
Cc1cc(C)cc(NC(=O)Nc2ccc(Cl)cn2)c1	-1%	3%	-6%	-6%	-4%	-7%	-4%	0%	-2%	0%	-5%
Clc1ncc(CSc2ccccc2)s1	-1%	0%	4%	7%	-1%	1%	-1%	-11%	14%	0%	4%
Cc1ccc(C(=O)OCc2nc3ccccc3s2)o1	?	?	/	12%	?	/	1%	15µM*	/	-1%	/
COc1ccccc1C1CCN(Cc2c(C)[nH]c3ccccc23)CC1	-12%	-3%	/	-33%	0%	1%	-4%	7%	35%	-8%	1%
CON1C(=O)C(=O)N(OC)C2CCCCCC21 (configuration not stated)	0%	2%	0%	-4%	1%	6%	-5%	-2%	-1%	5%	?
Cc1cccc(C)c1NC(=O)COC(=O)c1c(C)nn(-c2ccccc2)c1C	2%	-1%	/	7%	1%	/	-1%	-19%	/	-9%	/
O=C(NCc1ccc(F)cc1)C(c1ccco1)N(C(=O)c1csnn1)c1ccccc1 (configuration not stated)	-4%	-4%	-6%	-6%	4%	5%	-7%	0%	14%	-2%	-3%
Cc1c(C(=O)NCCO)sc2nc3n(c(=O)c12)CCC3	4%	3%	-12%	13%	-1%	0%	-5%	-1%	-3%	-3%	-1%
COC(=O)c1ccccc1NC(=O)N1CCN(Cc2ccco2)CC1	-3%	-1%	-6%	-1%	0%	15%	-1%	-11%	34%	0%	18%
Cc1c(NC(=O)c2nn3c(C(F)(F)F)cc(-c4ccccc4)nc3c2Br)c(=O)n(-c2ccccc2)n1C	-7%	-18%	/	-22%	-1%	1%	0%	0%	-23%	-3%	-5%
CCOC(=O)C(/C=C(\C#N)C(=O)OCC)=C(/N)N1CCN(c2ccc(Cl)cc2)CC1	2%	-7%	1%	-35%	-5%	-8%	-4%	2%	-25%	7%	4%
NC(=O)C1(N2CCCCC2)CCN(Cc2nc3ccccc3c(=O)[nH]2)CC1	1%	6%	1%	-5%	0%	-4%	0%	4%	-2%	8%	-18%
COc1ccccc1C1CCN(C(=O)c2ccc(C(C)(C)C)cc2)CC1	-6%	7%	-11%	-49%	-1%	3%	0%	-5%	57%	-17%	?
O=[N+]([O-])c1cc(C(F)(F)F)ccc1Oc1cccnc1[N+](=O)[O-]	3%	?	?	-2%	-7%	-7%	-1%	-2%	21%	-5%	?
CCC(C)[C@@H](C(=O)N1CCNCC1)n1cc(CCCN=C(N)N)nn1 (some centres not stated)	1%	-1%	-12%	16%	-3%	-17%	4%	0%	-1%	5%	-3%
CN1CCc2c(c3c(n2C)CCN(C)[C@H]3c2ccccc2F)[C@@H]1c1ccccc1F	0%	-5%	-10%	/	3%	-1%	-1%	0%	-9%	/	-9%
O=C(Nc1cc(Br)ccc1O)c1cc(-c2cccs2)on1	29%	?	2%	60%	?	22%	23%	?	5%	-3%	1%
CCOc1cc(/C=C2/C(=N)N3OC(C)=CC3=NC2=O)ccc1OCCOc1ccccc1	8%	3%	0%	3%	-1%	4%	2%	8%	-2%	-4%	-3%
CC(=O)c1cccc(NC(=O)c2cccc(S(=O)(=O)N(C)C)c2)c1	3%	-4%	1%	-1%	-8%	-3%	3%	-26%	24%	-5%	1%
CCOc1cc(C)nc(N2CCCC(C(=O)NCc3ccccc3F)C2)n1 (configuration not stated)	-4%	-2%	-17%	-14%	-1%	3%	9%	-1%	-2%[10 µM]	2%	0%
CCOCCCNC(=O)C(c1ccc(OC)cc1)N(Cc1ccc2c(c1)OCO2)C(=O)c1cnccn1 (configuration not stated)	8%	-3%	-3%	4%	7%	22%	-2%	-2%	-8%	-1%	1%
COc1cc(C(=O)OCC(=O)N2CCC(C)CC2)cc2c1OCCO2	2%	3%	/	1%	0%	/	0%	6%	/	12%	/
O=C1CC(c2ccco2)Cc2nc(Nc3ccc(F)cc3)ncc21 (configuration not stated)	-8%	1%	-9%	39%	2%	12%	3%	-5%	5%	0%	1%
CC(=O)c1ccc(OCCCC(=O)Nc2ccc(S(=O)(=O)N3CCOCC3)cc2)cc1	-15%	-1%	/	-12%	-4%	/	-3%	0%	/	-8%	/
CN(Cc1cccnc1)Cc1cn(C)nc1-c1cccc(Cl)c1	0%	-6%	7%	-3%&-16%	-5%	-7%	1%	-1%	5%	6%	-6%
Cc1ccccc1C(=O)Nc1ccc(-c2nnc(SC(C)C(=O)O)n2C)cc1 (configuration not stated)	-3%	-1%	-19%	-9%	2%	-1%	-15%	-7%	26%	2%	3%
COc1cc(-n2c(=O)c3ccccc3n(CC(=O)c3ccc(F)cc3)c2=O)cc(OC)c1OC	15%	0%	-4%	11%	-6%	2%	-3%	-1%	-6%	2%	-9%
